G9a block: G9a (human) methyltransferase inhibition. Q96KQ7. G9a H3K9 monomethylation, AlphaScreen, 2 h. Potency, µM (highest dose often 102 µM), for the others: at the top dose activity, negative = inhibition, actives largely listed as inhibitors. 350,000 compounds, 8.8% hits. AID 504332; also: % is scaled to controls: 0 for no effect and ±100 for the full control effect; nearly all actives have a fitted effect of over 75% in size
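G9a (20 nM) preincubated 15 min RT with compounds, then 500 nM biotinylated H3K9 peptide and 20 uM SAM added; 2 h RT reaction. Monomethyl-H3K9 product detected by AlphaScreen with anti-H3K9me1 antibody, streptavidin donor and anti-rabbit IgG acceptor beads.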
POLI inh: DNA polymerase iota (human) inhibition | Q9UNA4 | Pol iota fluorescent replication assay, 10 min | Potency, µM (series often up to 115 µM), for inactives: at the highest dose activity, negative = inhibition, most hits filed as inhibitors | 390,000 compounds, 1% hits | AID 588590
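Fluorescent replication assay read twice, at 0 min and 10 min after adding 50 nM (final) substrate. Enzyme (10 nM) and compounds were first incubated 15 min at room temperature; enzyme-free buffer wells were negative controls.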
BAZ2B block: inhibitors of human BAZ2B bromodomain. Potency, µM (top dose mostly 114 µM), for the others: top-dose activity change, negative = inhibition, usual class: inhibitors. Q9UIF8. 360,000 compounds, 4.4% hits. AlphaScreen BAZ2B-H3K14Ac peptide displacement; also: % is scaled to controls: 0 for no effect and ±100 for the full control effect; nearly all actives have a fitted effect of over 60% in size
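Inhibition is scored as reduced AlphaScreen emission. The BAZ2B/b-H3(5-23)K14Ac complex (50 nM each) in PBS pH 7.4, 0.01% Tween-20 meets compound (up to 110 uM) for 30 min at RT before bead addition.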
APEX1 inh: blocks human APE1 abasic DNA cleavage; P27695; recombinant APE1, TAMRA/BHQ-2 abasic DNA cleavage fluorescence; Potency, µM (highest dose often 65.8 µM), for the others: at the top dose activity change, negative = inhibition, actives largely listed as inhibitors; 350,000 compounds, 0.35% hits; AID 2517;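 also: plate controls were vehicle for no effect and reference inhibitor for full effect; nearly all actives have a fitted effect of over 55% in size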
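Quantitative HTS: incision of a TAMRA/BHQ-2 double-stranded substrate bearing a tetrahydrofuran abasic site by 0.75 nM APE1 raises fluorescence. Substrate 50 nM final, added after 15 min compound preincubation at room temperature; progress as third-minus-first kinetic read difference.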
POLK inh: inhibitors of human DNA polymerase kappa | Potency, µM (top dose mostly 107 µM), for inactives: at the top dose activity, negative = inhibition, hits mostly inhibitors | purified Pol kappa, fluorescent DNA synthesis assay, 10 min | Q9UBT6 | 400,000 compounds, 0.53% hits; also: % is scaled to controls: 0 for no effect and ±100 for the full control effect
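Kinetic fluorescence readout at 0 and 10 min followed reaction start with substrate at 50 nM final. Beforehand, enzyme (10 nM Pol kappa) stood 15 min with compound at room temperature; buffer-only wells were negative controls.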
Pol eta inh: inhibitors of human DNA polymerase eta | Potency, µM (doses to about 114 µM), for inactives: top-dose activity change, negative = inhibition, hits mostly inhibitors | recombinant Pol eta, fluorescent DNA replication assay | Q9Y253 | 390,000 compounds, 1.2% hits; also: % is scaled to controls: 0 for no effect and ±100 for the full control effect
Target sequence (Q9Y253 whole entry, looked up): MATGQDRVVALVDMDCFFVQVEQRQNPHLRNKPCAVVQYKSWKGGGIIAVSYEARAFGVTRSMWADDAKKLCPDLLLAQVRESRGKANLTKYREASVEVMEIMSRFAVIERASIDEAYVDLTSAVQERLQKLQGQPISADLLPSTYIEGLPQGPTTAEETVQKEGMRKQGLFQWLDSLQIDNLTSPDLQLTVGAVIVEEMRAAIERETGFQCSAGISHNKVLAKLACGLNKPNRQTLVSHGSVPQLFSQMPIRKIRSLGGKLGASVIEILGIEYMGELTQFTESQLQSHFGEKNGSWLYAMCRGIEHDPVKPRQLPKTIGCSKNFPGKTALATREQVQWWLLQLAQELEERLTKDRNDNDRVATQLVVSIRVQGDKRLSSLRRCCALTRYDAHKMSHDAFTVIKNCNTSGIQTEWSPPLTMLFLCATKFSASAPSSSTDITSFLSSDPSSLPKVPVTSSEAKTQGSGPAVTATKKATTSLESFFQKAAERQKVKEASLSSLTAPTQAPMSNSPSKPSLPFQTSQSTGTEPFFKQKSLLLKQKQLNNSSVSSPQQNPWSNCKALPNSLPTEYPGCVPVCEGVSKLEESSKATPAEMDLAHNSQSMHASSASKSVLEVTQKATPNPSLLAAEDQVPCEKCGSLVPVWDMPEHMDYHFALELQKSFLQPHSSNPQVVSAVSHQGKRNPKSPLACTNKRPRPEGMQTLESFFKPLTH
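Fluorescent replication assay: 50 nM final substrate added after a 15 min room-temperature compound preincubation with 10 nM enzyme. Signal taken at 0 min and again at 10 min.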
BLM inh: inhibitors of human Bloom syndrome helicase BLM. recombinant BLM DNA unwinding, fluorescence dequenching. Potency, µM (doses to about 56.1 µM), inactives show at the highest dose activity change, negative = inhibition, hits mostly inhibitors. 350,000 compounds, 0.2% hits. AID 2528;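 also: plate controls were vehicle for no effect and no enzyme for full effect; nearly all actives have a fitted effect of over 35% in size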
Anesthetic bind: binds horse apoferritin like a general anesthetic; 350,000 compounds, 0.074% hits; P02791; apoferritin/1-aminoanthracene competitive binding, fluorescence; Potency, µM (highest dose often 77.5 µM), without a hit: top-dose activity change, negative = displacement, most hits filed as inhibitors; AID 485281; also: % is scaled to controls: 0 for no effect and ±100 for the full control effect; nearly all actives have a fitted effect of over 20% in size
Target sequence (P02791 2-175 limits assumed): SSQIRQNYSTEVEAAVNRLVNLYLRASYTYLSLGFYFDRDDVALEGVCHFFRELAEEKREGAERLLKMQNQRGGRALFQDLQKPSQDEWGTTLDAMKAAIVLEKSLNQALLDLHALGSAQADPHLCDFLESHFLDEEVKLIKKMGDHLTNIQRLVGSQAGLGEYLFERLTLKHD
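Apoferritin-based anesthetic binding model; compound displacement of fluorescent 1-AMA measured as endpoint fluorescence after 10 minutes at room temperature, scaled to free-ligand and complex controls.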
POLB inh: inhibitors of human DNA polymerase beta. P06746. Pol beta primer extension/strand displacement, fluorescence kinetic. Potency, µM (series often up to 114 µM), for the others: at the highest dose activity change, negative = inhibition, actives largely listed as inhibitors. 340,000 compounds, 1.3% hits; also: % is scaled to controls: 0 for no effect and ±100 for the full control effect
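Pol beta (10 nM) was preincubated with compound for 15 min at room temperature. The reaction was then started with 50 nM substrate and read immediately and after a further 10 min at room temperature.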
An asterisk follows results filed as active; ? = inconclusive; / = no result given; & = joins results of further samples; [ ] = dose if it differs, or a comment. Calls follow the shape of the dose curve; as a rule, active = well fitted curve in the direction sought with a large enough effect; inconclusive = small, poorly fitted or top-dose-only effect, or another doubt; inactive = no such curve, though single readings can be large; an effect the other way counts as inactive or inconclusive. Potency is read from the fitted curve at half-maximal effect. Some of the compounds tested; count on the stated rates, not on these rows.

structure | G9a block | POLI inh | BAZ2B block | APEX1 inh | POLK inh | Pol eta inh | BLM inh | Anesthetic bind | POLB inh
CCOC(=O)c1cc2c(=O)n3ccccc3nc2n(CCCOC)c1=NC(C)=O | / | 9% | 7% | 2% | 3% | -8% | -19% | 473%[activator] | 19%
Cc1ccccc1SCC(=O)OCC(=O)N(C)c1c(N)n(Cc2ccccc2)c(=O)[nH]c1=O | 10µM* | 11% | -23% | 49%[activator] | -4% | -20% | / | / | /
CCOc1ccc(-c2n[nH]c(=S)n2Cc2ccccc2)cc1 | 3.5µM* | -11% | -10% | -3% | -9% | -8% | -2% | -4% | -11%
CSc1ccc(CNCCCN(C)C)cc1 | ? | 8% | -6% | -5% | 6% | -1% | 14% | 6% | 2%
Fc1ccc(-n2c(Cn3nnc4ccccc43)n[nH]c2=S)cc1 | / | 0% | ? | 8% | -8% | 0% | -1% | -5% | -10%
CCc1cccc2c(C(=O)COC(=O)c3nn(C)c(=O)c4ccccc34)c[nH]c12 | -18% | -14% | 0% | 5% | -10% | ? | -7% | -13% | ?
Cc1ccc(CNC(=O)CS(=O)(=O)CC(=O)O)cc1 | ? | 2% | 8% | 2% | -7% | 9% | 2% | -5% | 5%
COc1ccc(C(=O)NC(C)c2nnc(SCC(=O)NC3CCCCC3)n2C)cc1 (centres undefined) | 5% | 38%[activator] | -7% | 7% | -3% | -7% | -3% | -1% | 38%
O=C(O)CNC(=O)c1ccc(NC(=O)/C(=C/c2cccc([N+](=O)[O-])c2)NC(=O)c2ccco2)cc1 | 18% | 12% | -13% | 26% | -7% | -2% | -3% | -4% | 47%
Cc1cc(NC(=O)CCC(=O)N(Cc2ccccc2)C(C(=O)NC2CCCC2)c2ccco2)no1 (centres undefined) | 5% | 21% | -7% | -12% | -15% | -6% | -2% | 6% | 58%
Cc1ccc(C2c3[nH]c4ccccc4c3CCN2C(=O)CCC2CCCC2)cc1 (centres undefined) | -32%[59 µM] | 11% | -23% | / | -7%[60.1 µM] | -11% | -10% | 27% | 1%
Cc1cc2c(cc1S(=O)(=O)Nc1cccc(C#N)c1)OCC(=O)N2 | -40%[59 µM] | 3% | 4% | / | -2%[60.1 µM] | 5% | -2% | -8% | -8%
COc1ccc(/C=C/C(=O)OCC(=O)NC2CCCC(C)C2C)c(OC)c1 (centres undefined) | / | -6% | / | 44%[activator] | -9% | -1% | / | / | /
CCOc1ccc(NC(=O)CN(C)C(=O)c2ccc(COc3ccccc3)o2)cc1OCC | -8% | 3% | 1% | -6% | -8% | -22% | / | / | /
CCOc1ccccc1NS(=O)(=O)c1ccc2c(c1)N(C)CCO2 | / | -3% | -18% | -13% | -12% | -2% | 1% | -9% | 9%
Cc1ccc(/C=C2/Sc3ccc(C(=O)NCCN4CCOCC4)cc3NC2=O)cc1 | 25% | 38%[activator] | -22% | 24% | -2% | -10% | 1% | -5% | 2%
Cc1cc(C(=O)NC2CCCN(Cc3ccc(Cl)cc3)C2)no1 (centres undefined) | / | 12% | -4% | 7% | -2% | -18% | -7% | -18% | 54%
O=C1CC(c2ccc3c(c2)OCO3)c2cc3c(cc2N1)OCCO3 (centres undefined) | -24%[59 µM] | 14% | ? | -2% | -10% | -2% | -1% | -5% | -15%
O=[N+]([O-])c1ccc(Cl)cc1Sc1ccccn1 | -44%[59 µM] | 20% | ? | -2% | -6% | -9% | -6% | -11% | 9%
O=C(Nc1cccc(S(=O)(=O)N2CCCCC2)c1)c1ccco1 | 13%[12.7 µM] | 10% | -4% | 13% | 9% | -15% | / | / | /
Cc1nn(CC(=O)N2CCOCC2)c(=O)c2ccccc12 | 13% | 12% | 9% | 1% | 4% | -6% | -2% | -6% | 24%
O=C(c1ccc(-n2cccn2)cc1)N1CCc2c([nH]c3ccccc23)C1c1ccccn1 (centres undefined) | ? | 40%[activator] | ? | 0% | -26% | -3% | 13µM* | -12% | 17%
CC1CN(S(=O)(=O)c2cccc(C(=O)Nc3ccc(S(=O)(=O)NC4=NCCCCC4)cc3)c2)CC(C)O1 (centres undefined) | 18µM* | 20% | 0% | 36% | -2% | -9% | / | / | /
c1ccc(COc2cccc(CNCc3cccs3)c2)cc1 | 15%[59 µM] | 4% | 21% | 20% | -15% | -16% | 2% | -10% | 1%

Next part
structure	G9a block	POLI inh	BAZ2B block	APEX1 inh	POLK inh	Pol eta inh	BLM inh	Anesthetic bind	POLB inh
CC(=O)C[C@H](O)CC(=O)[C@@H]1OC(=O)[C@H](C)C/C=C\Cc2ccccc21	/	6%	/	6%	6%	-8%	/	/	/
CCN(CC)c1nc(=S)nc(NC(C)(C)C)[nH]1	/	17%	4%	12%	-6%	-20%	-3%	?	34%
Cn1c(=O)c(C(=O)COC(=O)c2cc(-c3ccccc3)nc3ccccc23)c(N)n(Cc2ccccc2)c1=O	79µM*	/	?	-3%&14%	/	/	-6%&-12%	-12%&-5%	2%
CCN(CCn1cccn1)Cc1nc(-c2ccccc2)no1	/	134%[activator]	8%	5%	-5%	1%	-5%	-9%	2%
Cc1ccc(C)c(N2CCN(c3ccncc3N)CC2)c1	?	22%	-38%	?	10%	-9%	-6%	0%	5%
CC1=C(C(=O)OC2CCCCC2)C(c2cccs2)n2c(nc3ccccc32)N1 (centres undefined)	-13%	7%	-21%	3%	-11%	-20%	-2%	-14%	-2%
COc1ccc(Cc2nnc(SCC(=O)NCCc3ccccc3)o2)cc1	7%	20%	18%	?	-3%	-18%	-3%	-13%	6%
CCOc1ccc(C(=O)N(C)C2CCS(=O)(=O)C2)cc1 (centres undefined)	11%[59 µM]	1%	-5%	3%	-2%	-13%	2%	-1%	11%
O=C1c2ccccc2C(=O)C1C1=Nc2ccccc2NC(c2ccccc2)C1 (centres undefined)	7%	/	?	2%	/	/	-4%	-13%	0%
O=C(CC1SCCNC1=O)Nc1ccc(Cl)cc1 (centres undefined)	-33%	112%[activator]	-13%	3%	3%	-10%	-1%	?	-29%
Cc1cccc(OCC(=O)Nc2cc(-c3ccccc3F)nn2-c2ccccc2)c1	-1%[59 µM]	3%	6%	/	0%[60.1 µM]	-6%	0%	-5%	19%
CCOC(=O)CSc1nc2ccccc2n2c(C)nnc12	7%	28%&5%	2%&-13%	16%	-16%&11%	-14%&-12%	-3%&2%	-11%&-9%	2%&16%
CCc1cccc2c(C(=O)COC(=O)c3c(C)noc3C)c[nH]c12	/	-5%	18%	3%	-3%	-13%	-4%	?	-2%
CC1CCN(C(=O)COC(=O)c2ccccc2C(=O)c2ccccc2)CC1	/	89%[activator]	/	11%	-1%	-16%	/	/	/
CCOc1ccc(-n2c(=O)c3c(C)c(C(=O)N(C)C)sc3n(CC(=O)Nc3c(C)cc(C)cc3C)c2=O)cc1	8%[59 µM]	-9%	-9%	/	-2%[60.1 µM]	3%	-7%	-1%	11%

Seven successive compounds out of the list so far, quoted:
structure	G9a block	POLI inh	BAZ2B block	APEX1 inh	POLK inh	Pol eta inh	BLM inh	Anesthetic bind	POLB inh
O=C1c2ccccc2C(=O)C1C1=Nc2ccccc2NC(c2ccccc2)C1 (centres undefined)	7%	/	?	2%	/	/	-4%	-13%	0%
O=C(CC1SCCNC1=O)Nc1ccc(Cl)cc1 (centres undefined)	-33%	112%[activator]	-13%	3%	3%	-10%	-1%	?	-29%
Cc1cccc(OCC(=O)Nc2cc(-c3ccccc3F)nn2-c2ccccc2)c1	-1%[59 µM]	3%	6%	/	0%[60.1 µM]	-6%	0%	-5%	19%
CCOC(=O)CSc1nc2ccccc2n2c(C)nnc12	7%	28%&5%	2%&-13%	16%	-16%&11%	-14%&-12%	-3%&2%	-11%&-9%	2%&16%
CCc1cccc2c(C(=O)COC(=O)c3c(C)noc3C)c[nH]c12	/	-5%	18%	3%	-3%	-13%	-4%	?	-2%
CC1CCN(C(=O)COC(=O)c2ccccc2C(=O)c2ccccc2)CC1	/	89%[activator]	/	11%	-1%	-16%	/	/	/
CCOc1ccc(-n2c(=O)c3c(C)c(C(=O)N(C)C)sc3n(CC(=O)Nc3c(C)cc(C)cc3C)c2=O)cc1	8%[59 µM]	-9%	-9%	/	-2%[60.1 µM]	3%	-7%	-1%	11%

(listing goes on)
structure	G9a block	POLI inh	BAZ2B block	APEX1 inh	POLK inh	Pol eta inh	BLM inh	Anesthetic bind	POLB inh
COC(=O)c1c(C(=O)OC)c(C)n(Cc2ccco2)c1C	16%[59 µM]	-19%[58.9 µM]	-11%	-5%	-4%	8%	-1%	-5%	18%
Cc1nn(C)c(C)c1S(=O)(=O)N(CC(=O)NCc1cccs1)c1ccc(C(C)C)cc1	-10%[59 µM]	4%	1%	-3%	-18%	-18%	4%	6%	1%
CNS(=O)(=O)c1cccc(C(=O)OCC(=O)Nc2ccc(-c3nc4ccc(C)cc4s3)cc2)c1	?	-14%	0%	0%	-5%	0%	-1%	-5%	-13%
O=C(NC1CCCC1)C(c1ccc(F)cc1)N(C(=O)c1csnn1)c1ccccc1F (centres undefined)	22%	45%[activator]	4%	21%	-5%	-21%	-4%	5%	31%

Assay outcomes (PubChem)
